Compound activity (PubChem)
RTF Ca sens inh – cardiac RTF calcium desensitization; IANBD-labeled cardiac RTF, Ca2+ fluorescence; actives 0.12% (n = 340,000); AID 493244; inhibition, % at 7.15 µM;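 active = inhibition above the mean inhibition of all tested compounds plus 3 SD, cut at about 17% in these data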;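 also: assay run at fixed EC70 calcium of 1.6 mM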
CAL PDZ FP-1 – blocks peptide binding to the human CAL PDZ domain. purified CAL PDZ, TMR-peptide fluorescence polarization, 1 h. Q9HD26. AID 602252. actives 0.92% (n = 300,000). inhibition, % at 24.9 µM;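 active = mean inhibition of at least 30% with at least half of replicates also reaching 30%; inconclusive = no clear call, values can overlap the other calls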;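 also: 0% = DMSO neutral control and 100% = excess unlabeled competitor peptide PRC23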
Keap1-Nrf2 PPI – inhibitors of human Keap1-Nrf2 protein-protein interaction; actives 0.15% (n = 340,000); AID 504523; Q14145; inhibition, % at 9.4 µM; Keap1 Kelch-Nrf2 peptide fluorescence polarization, 1536-well; in the data active = inhibition above about 12%; inconclusive = no clear call, values can overlap the other calls; inactive = below about 7.3%;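 also: human Keap1 Kelch domain with fluorescein labeled Nrf2 9mer peptide probe; 0% = neutral control wells and 100% = peptide positive control; higher means more block of Keap1 binding to Nrf2 peptide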
DAGLB inh – blocks human DAGLB lipase activity | Q8NCG7 | HEK293T DAGLB membrane lysate, EnzChek fluorogenic substrate | inhibition, % at 5.17 µM | actives 0.059% (n = 340,000) | AID 504411; in the data active = inhibition above about 34%;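 also: 0% = enzyme with vehicle and 100% = wells lacking enzyme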
Target sequence (Q8NCG7 whole entry, looked up): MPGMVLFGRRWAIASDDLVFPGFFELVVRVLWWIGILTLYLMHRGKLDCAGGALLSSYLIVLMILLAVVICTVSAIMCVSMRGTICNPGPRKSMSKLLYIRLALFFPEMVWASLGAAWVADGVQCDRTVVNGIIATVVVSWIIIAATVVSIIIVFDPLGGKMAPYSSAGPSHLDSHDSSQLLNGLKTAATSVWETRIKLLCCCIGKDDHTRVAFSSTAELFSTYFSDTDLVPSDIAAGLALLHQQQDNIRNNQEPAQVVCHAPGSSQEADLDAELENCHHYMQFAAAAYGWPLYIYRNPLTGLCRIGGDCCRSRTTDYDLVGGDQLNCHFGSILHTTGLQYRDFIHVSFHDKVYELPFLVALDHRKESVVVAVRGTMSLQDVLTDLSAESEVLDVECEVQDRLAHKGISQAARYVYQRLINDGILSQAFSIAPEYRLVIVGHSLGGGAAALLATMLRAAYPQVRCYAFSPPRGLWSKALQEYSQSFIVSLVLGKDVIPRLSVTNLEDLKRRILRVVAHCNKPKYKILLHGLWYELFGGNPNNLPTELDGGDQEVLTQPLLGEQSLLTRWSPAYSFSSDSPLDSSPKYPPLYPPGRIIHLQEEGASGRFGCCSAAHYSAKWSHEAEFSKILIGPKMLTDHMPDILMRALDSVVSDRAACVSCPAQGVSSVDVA
CAL PDZ FP-2 – inhibitors of human CAL PDZ peptide binding. actives 0.02% (n = 330,000). AID 504414. Q9HD26. inhibition, % at 20 µM. purified CAL PDZ, TMR-peptide fluorescence polarization, 1 h;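 active = highest replicate inhibition of at least 40%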;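 also: plate controls were DMSO neutral control wells for no effect and unlabeled competitor peptide control wells for full effect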
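Assay system – tagged CAL PDZ protein CerCALP, purified · Timing – 1 h at RT · Compound – single point, 20 µM · Measured by – fluorescence polarization from S- and P-plane intensities, G-factor corrected · Evaluation – inhibition from polarization loss · Probe or stimulus – TMR reporter peptide T*-PRC34 · Buffer or medium – pH 7.4 phosphate-saline buffer, reducing agent, detergent, IgG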
SR-BI uptake up – activators of SR-BI mediated HDL lipid uptake. CHO ldlA[mSR-BI] cells, DiI-HDL uptake fluorescence, 3 h; 100 = double the neutral-control signal. activation, % at 12.5 µM. actives 0.096% (n = 320,000). AID 504775;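 active = mean replicate activation of at least 60% and every replicate at or above 60%; inconclusive = mean or all-replicate condition met, but not both; inactive = mean below 60% and not all replicates reaching 60%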;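 also: 0% = median plate neutral-control signal and 100% = twice that signal; values of inactives mirror those of a sister screen read the other way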
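Material: SR-BI-overexpressing, LDLR-lacking CHO cells; schedule: compound exposure 3 h, 37 °C; reagent: DiI-labelled HDL at 10 µg/mL final; technique: bottom-read fluorescence, 550/595 nm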
RTF Ca sens act – increases calcium sensitivity of human cardiac regulated thin filaments; P19429+P45379; IANBD-labeled TnC RTF fluorescence at EC20 calcium; 0% EC20 calcium, 100% full calcium; activation, % at 7.2 µM; actives 0.24% (n = 340,000);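 active = activation above the mean over all tested compounds plus 3 SD, cut at about 30% in these data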;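 also: rise in fluorescence read as greater calcium sensitivity of cardiac thin filaments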
Rtt109 HAT inh – blocks Candida albicans Rtt109/Vps75 acetyltransferase activity | Q5AAJ8 | purified Rtt109/Vps75, ThioGlo CoA-SH fluorescence, 4 h | inhibition, % at 34.9 µM | actives 0.16% (n = 330,000);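 active = inhibition of at least 50% in every replicate; inconclusive = best replicate reaches 50% inhibition but some replicates fall short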
Target sequence (Q5AAJ8 whole entry, looked up): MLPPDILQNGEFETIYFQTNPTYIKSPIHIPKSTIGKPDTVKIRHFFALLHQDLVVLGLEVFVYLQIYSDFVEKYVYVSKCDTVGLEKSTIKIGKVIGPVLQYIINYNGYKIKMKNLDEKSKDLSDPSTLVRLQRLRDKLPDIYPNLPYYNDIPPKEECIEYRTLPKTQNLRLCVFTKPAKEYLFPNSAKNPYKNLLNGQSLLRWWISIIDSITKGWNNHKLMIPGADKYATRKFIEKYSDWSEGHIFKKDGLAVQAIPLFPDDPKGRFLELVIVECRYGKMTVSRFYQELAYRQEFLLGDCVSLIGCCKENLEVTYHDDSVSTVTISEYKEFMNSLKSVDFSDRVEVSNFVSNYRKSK
PKA-R2B act – activators of human PKA-R2B complex | P22694+P31323 | PKA-R2B holoenzyme dissociation, Cy5-IP20 fluorescence polarization; R2B truncated from residue 108, S112A mutant; 0% DMSO only, 100% 113 µM cGMP | activation, % at 11.4 µM | actives 0.079% (n = 340,000);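 active = activation above a cutoff set at the mean over all compounds plus 3 SD, cut at about 18% in these data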;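 also: higher means more holoenzyme dissociation and a rise in polarization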
LANA DNA inh – blocks KSHV LANA C-terminal domain binding to DNA; MBP-C-LANA/FAM-LBS DNA binding, fluorescence polarization; inhibition, % at 9 µM; actives 0.078% (n = 340,000);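 active = highest replicate inhibition at or above 60% at 9 µM, even if other replicates fall short; inactive = all replicates below 60% inhibition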;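 also: 0% = neutral control wells and 100% = 4 µM acridine orange control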
Numbers without * were called inactive; u = inconclusive; x = not tested or not shown.

SMILES	RTF Ca sens inh	CAL PDZ FP-1	Keap1-Nrf2 PPI	DAGLB inh	CAL PDZ FP-2	SR-BI uptake up	RTF Ca sens act	Rtt109 HAT inh	PKA-R2B act	LANA DNA inh
CCCCCC(=O)NC(=S)Nc1ccccc1C(=O)OC	-1	5	-2	-6	0.4	9	-3	3	5	-1.9
N#Cc1ccccc1/C=N/Nc1nc(-c2ccccc2)c2cc(Cl)ccc2n1	4	-1	-11	-2	-2.3	x	1	-10	-14	1.5
CCc1ccc(N2CSC3=C(C#N)C(c4cccs4)CC(=O)N3C2)cc1 (centres undefined)	-6	0	-6	8	-1.8	3	6	-14	2	0.0
Cc1ccccc1-c1nc(CN2CCSCC2)c(C)o1	1	-1	-2	-1	-1.8	12	1	14	-9	1.3
CCOC(=O)c1cc(-c2cccs2)nn1CCC#N	-1	-1	3	-1	x	9	-8	8	1	0.1
Cc1ccc(NC(=O)CN(C)C(=S)NC2CC2)cc1	-14	-16	5	3	33	4	1	-5	2	2.5
Oc1ccc(Br)cc1/C=N/n1c(-c2ccccc2)n[nH]c1=S	0	x	-4	4	-2.1	0	-1	6	-2	1.4
COC(=O)CNC(=O)C1CCCN1C(=O)CNC(=O)OC(C)(C)C (centres undefined)	2	-1	-4	-1	-0.4	31	-3	1	-1	-0.1
COc1ccccc1CNC(=O)C1CC(c2cccc([N+](=O)[O-])c2)=NO1 (centres undefined)	0	-2	-2	-2	-0.1	-13	2	9	-13	1.0
CCN(C(=O)c1cnc(N2CCN(c3ncccn3)CC2)c2ccccc12)c1cccc(Cl)c1	-5	-3	-5	-1	-2.7	-21	4	-1	13	-2.0
NC(=O)c1ccc(NC(=O)CNC(=O)c2sc3ccccc3c2Cl)cc1	0	-4	0	5	0.1	-7	-1	9	-6	1.1
Cc1ccc(-c2nc3ccccc3s2)cc1S(=O)(=O)N1CCOCC1	2	6	-2	0	x	-32	0	3	-5	-1.6
FC(F)(F)c1ccc(Cl)c(N/N=C/c2ccc(N3CCOCC3)s2)c1	-14	-4	-2	1	-0.1	-28	0	0	-16	-2.5
CCCC(O)(c1ccc(Cl)cc1)C(CN1CCOCC1)c1ccc(Cl)cc1 (centres undefined)	-2	-1	-5	-7	x	-79	2	-9	1	2.0
O=C(Nc1ccc(N2CCOCC2)cc1)C1=NN(c2ccccc2)C(=O)CC1	-14	-2	-4	2	-2.3	-15	-10	4	-3	0.5
COc1c(C)cc(S(=O)(=O)NCc2ccco2)c(C)c1C	5	3	-1	2	-2.2	-4	-5	1	1	-0.9
O=C(NCc1nnnn1-c1ccc(F)c(F)c1)c1ccc2c(c1)OCO2	-5	-2	-2	-3	-2.2	-8	0	-1	-3	-0.8
CN(CC(=O)Nc1ccc(Cl)cc1)C(=O)c1cc(-c2cccs2)nn1-c1ccccc1	-2	0	-3	-4	-1.7	5	-3	-6	-3	-0.3
COC(=O)C1=C(C)Nc2nnnn2C1c1cc(OC)ccc1OC (centres undefined)	-11	0	4	2	-0.8	-16	6	6	3	0.2
CCN1CC(C)(C)N(C(=O)c2ccccc2)CC1(C)C	-6	-9	-3	-1	-0.7	3	-2	0	8	1.6

Part of the list above with just CAL PDZ FP-1 and PKA-R2B act.
| mol | CAL PDZ FP-1 | PKA-R2B act |
| --- | --- | --- |
| Cc1ccc(-c2nc3ccccc3s2)cc1S(=O)(=O)N1CCOCC1 | 6 | -5 |
| COC(=O)C1=C(C)Nc2nnnn2C1c1cc(OC)ccc1OC (centres undefined) | 0 | 3 |
| COC(=O)CNC(=O)C1CCCN1C(=O)CNC(=O)OC(C)(C)C (centres undefined) | -1 | -1 |

Further results follow:
SMILES	RTF Ca sens inh	CAL PDZ FP-1	Keap1-Nrf2 PPI	DAGLB inh	CAL PDZ FP-2	SR-BI uptake up	RTF Ca sens act	Rtt109 HAT inh	PKA-R2B act	LANA DNA inh
CC(C)(C)OC(=O)NCCC(=O)N/N=C/c1ccc2nccnc2c1	5	-1	-3	0	-0.1	10	-5	2	3	-0.4
COc1cccc(Cn2nnc(C(=O)Nc3ccc(C)cc3)c2N)c1	-2	1	-2	0	0.9	-10	-3	9	-1	1.2
CCN(C=NC1=NN(c2cccc(C(F)(F)F)c2)CC1)CC	0	0	-4	3	0.6	x	-2	2	-9	-0.2
Cc1c(/C=N/NC(=O)COc2ccccc2[N+](=O)[O-])c2ccccc2n1C	-19	-6	3	0	-1.8	-35	0	-4	-20	-1.3
O=C(c1ccc(Cn2cc([N+](=O)[O-])cn2)o1)N1N=C(C(F)F)CC1(O)C(F)F (centres undefined)	1	1	-7	-3	-2.6	10	17	1	-12	1.6
Nc1cc(C(=O)OCC(=O)N2CCN(C(=O)COC(=O)c3ccc(Cl)c(N)c3)CC2)ccc1Cl	-6	-5	-2	-1	-0.3	-21	-7	0	8	-0.1
COc1ccc(NC(=S)N(Cc2ccc(N(C)C)cc2)Cc2ccco2)cc1	-4	-5	-3	2	0.5	-7	1	1	-10	-0.3
N#Cc1c2ccc(O)cc2n2ccccc12	4	-2	1	-1	1.9	-20	0	-65	-1	1.1
FC(F)(F)C1=CC(c2ccccc2)=NCCN1	-10	0	-13	-1	-1.3	-3	0	1	-5	-1.1
Cc1ccc(S(=O)(=O)/C(C#N)=C/c2c(N3CCOCC3)nc3ccccn3c2=O)cc1	2	0	-3	1	-1.9	15	1	x	-10	-2.7
CCc1ccc(CN(C)C(=O)C2CCC(=O)N(CCc3ccc(OC)cc3)C2)nc1 (centres undefined)	-12	-1	-1	1	-2.0	45	1	0	-9	-0.2
COc1ccc(NC2=CC(c3ccc(OC)cc3)N(c3ccc(OC)cc3)C2=O)cc1 (centres undefined)	-17	5	-2	3	-1.0	-8	-2	-6	-8	-0.6
Cc1ccc(C(=O)OCC(=O)N2CCC(c3ccccc3)=N2)cc1	-10	2	-6	-3	-0.3	12	7	1	-6	-0.4
CS(=O)(=O)C1=NN2C(=N)/C(=C\c3ccc(OC(=O)c4ccco4)cc3)C(=O)N=C2S1	-8	-2	1	2	-5.3	8	-3	57*	-1	-1.6
O=C(Nc1ccccc1Br)c1ccc(OC(=S)N2CCOCC2)cc1	0	0	1	-2	x	-40	-3	7	1	3.5
CCC(C)NC(=O)c1ccc2nc(Cc3ccc(OC)cc3)oc2c1 (centres undefined)	-8	x	-1	-3	-0.9	2	0	-2	-1	-0.9
COC(=O)c1ccccc1NC(=O)CNc1cc(OC)c(OC)cc1C	0	0	-2	2	-1.9	-41	-2	-3	2	-0.6
COC1=CC(=O)C=C(OC)C1=O	9	-3	-1	2	0.0	-20	3	u	1	0.4
Cn1c(N)cc(=O)[nH]c1=S	-7	-2	-1	1	-0.1	-12	0	-4	-9	-1.5
O=C(Nc1ccc2c(c1)OCO2)c1ccc(Br)s1	-5	-1	-2	-4	-2.6	-30	-3	1	-2	-0.5
O=C(CSc1nnc(CNC(=O)c2ccc(F)cc2)o1)c1ccccc1	-19	-7	-4	1	-2.9	14	1	-16	1	-0.1
Cc1[nH]c2ccc(F)cc2c1CCN(Cc1ccncc1)C(=S)Nc1cccc(F)c1	1	x	-7	1	-0.5	40	11	2	-15	1.1
Cc1ccc(CN(CC(O)COc2cccc3[nH]cc(C)c23)C(C)(C)C)cc1 (centres undefined)	1	0	4	-3	-0.1	-2	-2	0	1	6.0
CCOc1cccc(C(=O)NC(c2ccccc2)C(C)C)c1 (centres undefined)	-2	3	-4	-4	-1.5	-21	4	12	-2	-1.3
CSCCC1NC(=O)N(CC(=O)Nc2cccc3ccccc23)C1=O (centres undefined)	0	17	1	0	-0.6	7	-2	-3	-8	-0.3
COC(=O)C1=C(C)NC(C)=C(C(=O)OC)C1c1ccccc1OCc1c(C)no[n+]1[O-]	3	-2	-5	-2	0.4	11	-1	5	-6	-0.5
Cc1ccccc1NC(=O)Cc1nnc(SCC(=O)c2ccc(Br)cc2)n1C	10	-2	-6	0	-2.1	-17	-1	-9	-1	0.0
O=C(Nc1ccc2c(c1)OCCO2)c1cncc(Br)c1	8	x	-1	0	-3.6	-3	9	-1	-3	-2.7
CCCc1c(C(=O)N2CCN(c3ccccc3OC)CC2)cnn1-c1ccccc1	8	-9	-8	0	1.1	7	2	-6	6	-0.2
COc1cc(C(=O)Nc2ccncc2)c([N+](=O)[O-])cc1OC	-5	x	-6	1	-0.1	9	13	-9	5	x
O=C(O)COc1ccc(NC(=O)c2ccc3c(c2)C(=O)N(Cc2ccccc2)C3=O)cc1	8	-6	0	2	0.1	12	-1	6	3	0.2
CC(C)CCn1c(CN2CCN(Cc3ccccc3)CC2)nc2c1c(=O)[nH]c(=O)n2C	-5	x	-6	4	-2.9	11	2	1	-12	-0.3
O=C(NCc1ccc2c(c1)OCO2)c1ccc(N2C(=O)C3CCCCC3C2=O)cc1 (centres undefined)	3	-3	-1	-3	0.8	4	-2	9	-8	-5.0
CC1=C(C(=O)Nc2cc(C)ccc2C)C(c2cccs2)NC(=S)N1 (centres undefined)	-5	x	-1	0	-1.8	-11	3	-15	-5	-1.1
COc1ccc(C(=O)N2CCN(c3c(C)cccc3C)CC2)cc1OC	-3	x	-2	-1	0.6	-58	-1	4	6	0.9
CNC[C@H](CC1CCCCC1)NC[C@H](CO)NCC1(c2ccccc2)CC1	7	0	1	0	0.7	35	-2	3	3	2.1
O=C(OCc1ccc([N+](=O)[O-])cc1)c1ccc(N2CCCC2)c([N+](=O)[O-])c1	-1	-1	0	-1	0.1	-7	-7	2	-10	1.9
CCC(CO)NCc1ccc2c(c1)n(C)c(=O)n2C (centres undefined)	-2	-4	0	-3	-0.2	24	3	7	-10	-0.8
C=CCn1c(SCC(=O)NC2CC2)nnc1-c1cccc(OC)c1	-1	-5	0	3	-1.0	17	-4	-11	9	-0.5
CSc1ccccc1NC(=O)c1cccc(S(=O)(=O)N2CCN(C)CC2)c1	9	-5	-1	3	-0.8	3	-3	10	-2	-0.2
CCOC(=O)N1CCN(S(=O)(=O)c2ccc(C(=O)N(CCCN(C)C)c3nc4ccc(Cl)cc4s3)cc2)CC1	0	5	-1	1	-4.7	5	-6	37	-12	-0.9
Cc1cc(NC(=O)CSC2=NS(=O)(=O)c3ccccc3N2)no1	6	1	-1	0	-0.3	26	-1	-9	-4	-0.5
Cc1cc(C)c(NC(=O)COC(=O)c2cc([N+](=O)[O-])ccc2N2CCOCC2)c(C)c1	-2	-3	1	-4	-2.1	-47	4	38	-8	-0.3
